# D1 potentiator: Potentiators of Human D1 Dopamine Receptor: qHTS; D(1A) dopamine receptor (Homo sapiens), P21728; HEK293 TREx D1 cells, calcium flux, dopamine EC20 potentiation; potentiation, % at 10 µM; hit rate 0.036% among 360,000; AID 504651, 2011; in the data active means potentiation above about 30%; further: 0% is about no effect
# RXFP1 antagonist: qHTS Assay for Antagonists of the Relaxin Receptor RXFP1 | HEK293-RXFP1, relaxin-stimulated cAMP HTRF, 30 min; hits give low values | AID 1259400, 2018 | Relaxin receptor 1 (Homo sapiens), Q9HBX9 | hit rate 0.59% among 350,000 | activity change, negative = inhibition, % at 57.5 µM;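 active means activity change of -60% or lower, but not beyond a set lower limit; inconclusive means change between -60% and -40%, or beyond the set limit; inactive means change above -40%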; further: on the % scale 0 is the no-effect control and ±100 the full control effect
# Target sequence (Q9HBX9 whole entry, looked up): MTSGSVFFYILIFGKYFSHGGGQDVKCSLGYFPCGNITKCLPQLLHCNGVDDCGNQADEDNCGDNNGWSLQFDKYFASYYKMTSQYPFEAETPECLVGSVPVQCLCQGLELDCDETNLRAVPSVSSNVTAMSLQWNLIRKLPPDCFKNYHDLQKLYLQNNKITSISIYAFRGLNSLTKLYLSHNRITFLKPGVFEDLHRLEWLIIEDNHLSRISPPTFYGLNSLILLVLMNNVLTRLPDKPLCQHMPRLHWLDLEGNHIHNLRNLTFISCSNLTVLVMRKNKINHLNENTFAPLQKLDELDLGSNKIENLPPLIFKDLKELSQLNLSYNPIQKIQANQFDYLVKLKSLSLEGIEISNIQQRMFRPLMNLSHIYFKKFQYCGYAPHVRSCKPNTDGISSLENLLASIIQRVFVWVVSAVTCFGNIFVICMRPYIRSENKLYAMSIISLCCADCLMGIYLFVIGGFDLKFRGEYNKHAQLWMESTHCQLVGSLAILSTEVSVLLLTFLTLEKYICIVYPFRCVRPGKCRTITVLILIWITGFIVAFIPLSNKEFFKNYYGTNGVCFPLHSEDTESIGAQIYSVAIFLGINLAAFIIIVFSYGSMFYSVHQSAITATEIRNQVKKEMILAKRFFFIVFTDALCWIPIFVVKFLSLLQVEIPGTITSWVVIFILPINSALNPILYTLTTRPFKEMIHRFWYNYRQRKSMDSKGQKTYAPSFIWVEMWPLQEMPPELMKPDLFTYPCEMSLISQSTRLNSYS
# D2 PAM: HTS Assay for Positive Allosteric Modulators of the Human D2 Dopamine Receptor: Primary Screen for Potentiators | D(2) dopamine receptor (Homo sapiens), P14416 | HEK293 T-REx D2, calcium flux, EC20 dopamine potentiation | potentiation, % at 10 µM | hit rate 0.34% among 340,000 | AID 485347, 2010;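 active means potentiation over 3 SD above the plate norm, cut at about 30% in these data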; further: 0% is about no effect
#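 Tetracycline-induced Hek293 Trex D2 cells, force-coupled to calcium, loaded with no-wash calcium dye. Compound added with 180 s kinetic read for agonism, then EC20 dopamine and a further 180 s read for potentiation.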
# D2 antagonist: HTS Assay for Allosteric Antagonists of the Human D2 Dopamine Receptor: Primary Screen for Antagonists | HEK293 TREx D2 cells, calcium flux, dopamine EC80 | inhibition, % at 10 µM | hit rate 2% among 340,000 | D(2) dopamine receptor (Homo sapiens), P14416; in the data active means inhibition above about 30%; further: 0% is about no effect
#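 Tetracycline-induced HEK293 TREx cells expressing D2 receptor forced-coupled to calcium signalling, loaded with no-wash calcium dye. Compounds added and calcium flux read 180 s, then dopamine added at EC80 and read a further 180 s.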
# TRHR enhancer: qHTS for Small Molecule Agonists and Allosteric Enhancers of Human TRH Receptor: Primary Screen for Enhancers; Thyrotropin-releasing hormone receptor (Homo sapiens), P34981; TRHR cells, fluo-8 calcium fluorescence, EC20 TRH enhancement; enhancement, % at 2 µM; hit rate 0.66% among 360,000; AID 493056, 2011; in the data active means enhancement above about 30%; further: 0% is about no effect
#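 Enhancer read-out: after compound pinning and an initial kinetic agonist-mode read, an EC20 of TRH (10 nM final) was injected and fluo-8 calcium signal (Ex 480/Em 530) followed at 1 s/cycle for 100 cycles in TRHR-expressing cells.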
# TRHR ag: qHTS for Small Molecule Agonists and Allosteric Enhancers of Human TRH Receptor: Primary Screen for Agonists. Thyrotropin-releasing hormone receptor (Homo sapiens), P34981. TRHR cells, calcium flux fluo-8, FDSS agonist mode. activation, % at 2 µM. hit rate 0.18% among 360,000. AID 493084, 2011; further: 0% is about no effect
#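 TRHR-expressing cells, plated overnight in medium with 10% serum, were loaded with fluo-8 calcium dye at room temperature. After a 10 s baseline, library compound was pin-added and calcium release was recorded kinetically (ex 480/em 530) as agonist response.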
# D1 antag: Antagonist of Human D 1 Dopamine Receptor: qHTS | AID 504652, 2011 | HEK293 TREx D1 cells, calcium flux, dopamine EC80; hits give low values | activity change, negative = inhibition, % at 10 µM | hit rate 3.2% among 360,000; in the data active means activity change below about -30%; further: on the % scale 0 is the no-effect control and ±100 the full control effect
#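 Cells carrying a force-coupled, tetracycline-inducible human D1 receptor report calcium flux. Each well gets a 10 s baseline, compound with 180 s monitoring, then an EC80 dopamine stimulus with a second 180 s kinetic read.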
# D1 agonist: Allosteric Agonists of the Human D1 Dopamine Receptor: qHTS | AID 504660, 2011 | hit rate 1% among 360,000 | activation, % at 2 µM | HEK293 T-REx D1 cells, calcium flux, agonist mode; further: 0% is about no effect
#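 Inducible HEK293 T-REx D1 cells, force-coupled to calcium signalling, were plated at 4000 cells/well with tetracycline and held overnight at 30 C. After no-wash calcium dye loading, compound-evoked calcium rise over 180 s flagged agonists.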
# D2 ag: HTS Assay for Allosteric Agonists of the Human D2 Dopamine Receptor: Primary Screen for Agonists | HEK293 T-REx D2 cells, calcium flux agonist mode | hit rate 0.53% among 340,000 | AID 485358, 2010 | D(2) dopamine receptor (Homo sapiens), P14416 | activation, % at 2 µM;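 active means activation over 3 SD above normal in the single-dose calcium agonist read, cut at about 30% in these data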; further: 0% is about no effect
#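 In this primary screen, compounds producing a positive calcium signal within 180 s of addition to tetracycline-induced, force-coupled HEK293 Trex D2 cells are flagged; cells are dye-loaded with a no-wash calcium kit beforehand.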
# An asterisk follows results filed as active; u = inconclusive; x = no result given; & = joins results of further samples. Unless noted, no stated cut-off is given here; in the data, active means activation above about 30%; inactive means the rest.
compound,D1 potentiator,RXFP1 antagonist,D2 PAM,D2 antagonist,TRHR enhancer,TRHR ag,D1 antag,D1 agonist,D2 ag
O=C(O)CCc1ccc(-c2ccc(Br)cc2)n1-c1cccc(O)c1,-4,10,-3,-24,2,1.0,6,1,0.5
CCC(Oc1ccccc1OC)C(=O)Nc1ccc2c(c1)OCCO2 (stereo not drawn),-2,6,1,-4,1,-0.2,-19,2,-0.9
Cc1nc2ccc(NC(=O)CS(=O)(=O)c3ccc(F)cc3)cc2s1,2,8,12,-6,-2,0.2,10,4,0.5
O=C(Nc1ccc(NC(=O)c2cccs2)cc1)c1ccc2ccccc2c1,x,5,0,8,9,1.2,-24,8,2.7
O=C(CSC(=S)N1CCOCC1)N1N=CCC1c1ccccc1 (stereo not drawn),-2,-4,5,5,-1,0.7,x,3,-0.7
Cc1c(C(=O)/C=C/c2cccs2)oc2ccc(F)cc12,1,-14,0,9,2,0.3,-3,5,0.4
O=C(O)Cn1c2c(c3ccccc31)CCCC2,0,x,-1,2,17,0.7,16,2,0.5
CCOP(=O)(OCC)C(NC(=O)c1cccs1)C(F)(F)F (stereo not drawn),1,6,2,27,-5,0.3,0,5,2.3
CCn1c(SC(C)C(=O)Nc2nccs2)nnc1-c1ccncc1 (stereo not drawn),-3,-2,-1,4,2,0.8,-5,1,0.8
Cc1ccc(NS(=O)(=O)c2cccc(C(=O)NCCCN3CCOCC3)c2)cc1,-4,8,11,1,-5,0.1,-6,1,0.0
CN(CC(=O)Nc1ccc(F)c(F)c1F)C(=O)C1CCCC1,4,-2,13,-2,7,0.5,9,0,-0.4
CCOC(=O)CSc1cc(C)nc2ccc(OC)cc12,-2,-2,2,8,28,0.0,-4,3,0.3
COc1ccccc1NC(=O)Cn1c(=O)n(Cc2ccc3c(c2)OCO3)c(=O)c2oc3ccccc3c21,0,0,-3,x,2,0.1,-8,1,0.5
O=C(NC(=O)c1ccccc1)OCC(F)(F)F,-1,-6,-15,-6,2,1.5,-11,1,1.6
CCOC(=O)c1cc(-c2ccc(C)cc2)n(CCC(=O)NC(C)CC)c1C (stereo not drawn),-3,-20,-2,1,-3,-0.5,-16,6,-1.3
O=C(NNc1ccc(F)cc1)c1c(F)cccc1Cl,-1,-4,11,-9,1,0.3,-11,1,0.5
CCC1(C)Cc2c(sc3nc(SC)n(-c4ccc(C)cc4)c(=O)c23)CO1 (stereo not drawn),0,-7,x,x,0,-0.3,11,-2,x
COc1ccccc1/C=N/n1cnnc1,1,4,-3,6,5,0.4,1,1,-1.7
CN(C)C(CNC(=O)c1cccc(S(=O)(=O)Nc2ccccc2Cl)c1)c1ccco1 (stereo not drawn),4,3,-28,24,7,-0.2,-10,2,0.6
C#CCN(CC=C)C(=O)c1ccc2nc(C3CCCCC3)oc2c1,1,-2,0,-3,-1,-0.2,18,4,-0.2
O=c1oc2ccc(Cl)cc2nc1/C=C(\O)c1cccs1,-5,14,0,7,-2,0.2,5,7,0.2
CCOCCCn1c(=N)c(C(=O)NCc2ccc3c(c2)OCO3)cc2c(=O)n3cccc(C)c3nc21,-4,3,-11,-2,-3,1.1,-9,11,1.0
CC(C)CCOc1ccc(C(CC(N)=O)C(=O)O)cc1 (stereo not drawn),14,-11,12,4,-2,0.0,-18,2,-0.5
Cc1cc(C)c2c(c1)OC(O)(C(F)F)CC2=O (stereo not drawn),14,-2,-4,2,-5,-0.1,4,2,0.1
CN(C)CCNC(=O)CCn1nc(-c2ccc(Cl)cc2)ccc1=O,4,4,-3,6,0,-0.4,4,2,0.2
Cc1ccc(Cl)cc1N1CCN(C(=O)c2ccc(NC(=O)c3nsc4ccccc34)cc2)CC1,-3,-8,-8,x,0,1.3,-6,8,1.3
CC(c1ccc(Br)cc1)N1CC23C=CC(O2)C(C(=O)O)C3C1=O (stereo not drawn),3,2,-15,9,2,0.4,0,3,0.1
CCOC(=O)c1c(C)[nH]c(C(=O)CN(C)CC(=O)Nc2ccccc2C(F)(F)F)c1C,-5,-2,2,-19,-2,0.2,-9,3,0.0
COc1ccc(-c2noc(CCC(=O)NCc3cccnc3)n2)cc1OC,4,-14,1,2,-7,0.4,-2,0,1.4
Cc1cccc(NC(=O)NCc2cccnc2)c1C,-4,5,12,14,-6,0.2,-34*,2,0.1
O=C(N/N=C/c1cn(Cc2cccc(F)c2)c2ccccc12)c1cc(O)cc(O)c1,-2,18,-4,-6,3,0.5,11,1,-0.3
Cc1ccc(NC(NC(=O)Cc2ccccc2)C(Cl)(Cl)Cl)cc1 (stereo not drawn),-7,-6,-4,15,1,-1.0,-19,3,-1.2
CCNc1nc(NC(C)CC)nc(Oc2ccc(OCC)nn2)n1 (stereo not drawn),-6&-5,7,8&-3,-4,-5&-5,-2.5&-0.5,-6&5,7&5,0.3&-0.8
COc1ccccc1OCC(=O)NC1CCCc2ccccc21 (stereo not drawn),-6,2,x,5,-3,-0.5,-8,0,-2.5
CCOc1ncccc1C(=O)OCC(=O)Nc1cc(S(=O)(=O)N2CCOCC2)ccc1Cl,-4,7,2,14,0,-0.6,-25,3,-0.1
CN(Cc1cccnc1)Cc1cn[nH]c1-c1ccc(-c2ccccc2)cc1,-7,-21,8,2,4,0.5,-5,6,1.9

# The final 4 entries of the part above are carried over, then new ones follow.
compound,D1 potentiator,RXFP1 antagonist,D2 PAM,D2 antagonist,TRHR enhancer,TRHR ag,D1 antag,D1 agonist,D2 ag
CCNc1nc(NC(C)CC)nc(Oc2ccc(OCC)nn2)n1 (stereo not drawn),-6&-5,7,8&-3,-4,-5&-5,-2.5&-0.5,-6&5,7&5,0.3&-0.8
COc1ccccc1OCC(=O)NC1CCCc2ccccc21 (stereo not drawn),-6,2,x,5,-3,-0.5,-8,0,-2.5
CCOc1ncccc1C(=O)OCC(=O)Nc1cc(S(=O)(=O)N2CCOCC2)ccc1Cl,-4,7,2,14,0,-0.6,-25,3,-0.1
CN(Cc1cccnc1)Cc1cn[nH]c1-c1ccc(-c2ccccc2)cc1,-7,-21,8,2,4,0.5,-5,6,1.9
C=CCn1c(-c2ccc(N)cc2)nc2ccccc21,x,x,1,-10,1,0.1,-4,2,4.7
CC(C)(C)C(=O)NC(=S)Nc1sc2c(c1C#N)CCCCC2,-1,-4,-3,-7,-8,-0.6,3,2,1.2
COC(=O)C1=C(C)NC(=O)C1(NC(=O)c1cc(OC)c(OC)c(OC)c1)C(F)(F)F (stereo not drawn),-3,5,1,x,-3,0.9,10,-1,-0.2
Cc1cnc(C(=O)OCC(=O)c2ccc(-c3ccccc3)cc2)cn1,-5,-2,1,-10,13,1.2,0,0,-0.4
O=C(NNC(=S)NCCCN1CCOCC1)c1ccncc1,-7,5,x,x,-4,0.4,x,0,x
COc1ccc(/C=N/NC(=O)c2ccc(N(C)S(=O)(=O)c3ccccc3)cc2)cc1OC,5,4,8,-7,-1,0.0,-3,7,0.1
Cc1ccc(NC(=O)CN2CCN(c3ccccn3)CC2)c(Cl)c1,-3,-4,2,-16,18,-0.4,19,3,0.2
CCCCCCSc1nsc(N)n1,3,7,3,51*,-8,0.1,-1,1,-0.4
CSc1ncccc1C(=O)OCc1ccccc1F,18,9,-10,-2,8,-1.2,-12,3,-0.3
Cc1c(/C=N/O)c2ccccn2c1C=O,-10,-5,2,16,60*,0.2,7,2,4.3
Cc1nn(C)c(C)c1NC(=O)c1cc2nc(-c3ccco3)cc(C(F)(F)F)n2n1,3,5,1,4,9,-1.7,13,0,-1.3
COc1ccc(C(=O)N(CCc2ccccc2)Cc2ccccc2)cc1S(=O)(=O)N1CCOCC1,0,-14,6,-2,-7,0.0,-9,3,1.2
O=C1N=C(N2CCCCC2)S/C1=C\c1ccc(Br)cc1,2,5,10,9,0,-0.2,-1,4,0.3
CC(=O)Nc1ccc(NC(=O)C(=O)NCC(c2ccco2)N2CCc3ccccc32)cc1 (stereo not drawn),-5,x,x,x,10,0.2,8,2,x
COc1cccc(OC)c1C1=CC(=O)C[C@H](c2ccc3c(c2)OCO3)C1,3,x,-4,3,-2,-0.9,x,1,-0.1
O=C(NC1CCCCC1)[C@H](O)[C@@H](O)C(=O)NC1CCCCC1,-2,-16,-6,49*,-2,0.6,3,8,0.2
COc1cc(Nc2ncnc3onc(-c4ccc(Cl)cc4)c23)cc(OC)c1,-3,x,-3,x,-4,-0.6,-2,2,-1.0
COc1ccc(OC)c(NC(=O)Cn2cc(C(=O)c3cccs3)c3ccccc32)c1,4,-2,3,x,7,0.2,-34*,1,-0.3
Cc1ccc(OC(=O)COc2ccccc2C)c(-n2nc3ccccc3n2)c1,15,14,-13,20,-6,0.4,2,4,1.0
Cc1nnc2c(Nc3cccc(O)c3)nc3ccccc3n12,-1,-4,-3,x,0,-0.5,14,2,2.9
CC1=C(C(=O)Nc2ccccc2)C(c2ccc(O)cc2)n2nc(SCc3ccccc3)nc2N1 (stereo not drawn),0,x,-4,x,2,0.6,-13,5,-0.3
CC(C)c1ccc(NS(=O)(=O)c2ccc3[nH]cc(C(=O)NC4CCCC4)c(=O)c3c2)cc1,-1,-16,x,x,-2,0.0,20,6,0.1
O=S(=O)([O-])CCC[n+]1c(/C=C\Nc2ccccc2)oc2ccc(-c3ccccc3)cc21,-1,x,11,-3,27,118*,-3,123*,52*
Cn1c(=O)[nH]c(=O)c2c1nc1n2CCN1c1ccccc1,-2,x,9,x,7,-0.9,12,0,0.4
Cc1ccc(Cl)cc1NC(=O)C(=O)NCC(c1cccnc1)N1CCc2ccccc21 (stereo not drawn),-3,u,-1,x,-2,-0.8,48,2,0.7
CN(C(=O)c1cccc(C#N)c1)c1nnc(-c2cnccn2)s1,-6,14,6,-3,-4,-0.3,-14,2,-0.6
CCN(CC)C(=O)CSc1nc2ccccc2c(=O)[nH]1,-3,-5,-3,2,9,1.2,5,2,-0.1
